Screening data (PubChem BioAssay)
NPY-Y2 antag – blocks the human neuropeptide Y Y2 receptor. P49146. NPY-Y2 expressing cells, antagonist mode. inhibition, % at 2.7 µM. 0.99% of 140,000 active; in the data active means inhibition above about 17%;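 further: 0% = vehicle with agonist challenge and 100% = reference antagonist with challenge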
Target sequence (P49146 whole entry, looked up): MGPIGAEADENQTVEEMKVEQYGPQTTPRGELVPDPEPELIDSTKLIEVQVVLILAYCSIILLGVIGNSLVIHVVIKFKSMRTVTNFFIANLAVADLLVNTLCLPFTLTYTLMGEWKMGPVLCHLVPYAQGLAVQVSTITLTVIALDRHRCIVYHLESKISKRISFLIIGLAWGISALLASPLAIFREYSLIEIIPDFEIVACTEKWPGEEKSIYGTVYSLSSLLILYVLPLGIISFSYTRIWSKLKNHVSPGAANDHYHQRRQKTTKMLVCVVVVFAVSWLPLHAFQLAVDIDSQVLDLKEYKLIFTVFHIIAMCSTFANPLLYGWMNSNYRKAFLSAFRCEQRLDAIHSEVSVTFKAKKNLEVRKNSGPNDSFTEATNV
Yeast lifespan up – yeast lifespan extension. S. cerevisiae growth with nicotinamide, OD615; deaD strain in restrictive glucose medium. 0.68% of 130,000 active. AID 775. inhibition of the nicotinamide effect, % at 10 µM;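 active means inhibition above a set limit, placed 3 SD over the median of all compounds, cut at about 26% in these data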;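 further: 0% = nicotinamide-treated wells and 100% = cells grown without nicotinamide; some compounds called inactive have numbers as strong as hits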
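Buffer or medium: CSMM-D glucose medium, restrictive; test system: modified budding yeast, DeaD strain; compound: single dose 10 µM compound, 0.25% DMSO; schedule: culture preincubation 4 h, compound exposure 48 h, both 30 °C; detection: optical density (absorbance) at 615 nm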
bCat KO growth – beta-catenin-lacking colon tumor cell growth suppression | HCT116 beta-catenin knockout viability, CellTiter-Glo, 60 h; active compounds read low | viability, % at 10 µM | 1.5% of 140,000 active;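 active means viability at or under a set limit, the compound median less 4 SD, cut at about 6% in these data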;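 further: 0% = Hyamine 1622 control at 20 µM and 100% = untreated cell control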
MRP-1 activ – activates MRP-1; H69AR cells + doxorubicin, viability rescue, CellTiter-Glo; viability increase, % at 10 µM; 0.61% of 140,000 active;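 active means viability gain under doxorubicin at or above a set limit, the compound median plus 3 SD, cut at about 4.7% in these data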;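 further: MRP-1 overexpressing cells given doxorubicin 25 µM after compound pretreatment; 18-22 h compound pretreatment then 72 h with doxorubicin before readout; 0% = doxorubicin-only wells and 100% = vehicle-treated cells without doxorubicin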
E-sel TNF inh – blocks E-selectin expression induced by TNF alpha. HUVEC TNFa-induced E-selectin immunofluorescence, high content. 0.71% of 120,000 active. inhibition, % at 2 µM. AID 1246;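 active means inhibition above the batch mean plus 3 SD, and confirmed as a hit on visual image review, cut at about 43% in these data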;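 further: 0% = TNF-stimulated DMSO wells and 100% = unstimulated control wells; not every result past the cut was called active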
Yeast growth inh – reduces growth of yeast BB579 in restrictive medium. S. cerevisiae BB579 growth, OD615, 48 h. inhibition, % at 10 µM. 0.51% of 140,000 active. AID 804;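 active means inhibition above a set limit, 3 SD over the mean compound inhibition, cut at about 44% in these data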; further: inactives centre near -24
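Assay system: S. cerevisiae DeaD strain BB579 yeast. Medium: CSMM-D restrictive synthetic medium containing dextrose (glucose). Times: 4 h cell preincubation, 48 h compound exposure, 30 °C humidified. Signal: OD615 turbidity measurement. Benchmarks: positive control amphotericin B 10 µg/mL.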
HCT116 PTEN-null – suppresses growth of cells with PTEN deletion. viability, % at 10 µM. HCT116 PTEN-null viability, CellTiter-Glo, 60 h; active compounds read low. 1.2% of 140,000 active;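 active means viability at or below a set limit, 4 SD under the median of all tested compounds, cut at about 3.7% in these data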;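 further: PTEN knockout HCT116 line with beta catenin targeted HCT116 as companion control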
GALR2 antag – GALR2 (human) receptor antagonism. 0.39% of 140,000 active. O43603. inhibition, % at 4 µM. GALR2-expressing cells, antagonist mode; in the data active means inhibition above about 27%;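 further: cells stimulated with galanin 1-16 at roughly its EC80; 0% = agonist challenge control and 100% = basal control without agonist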
Target sequence (O43603 whole entry, looked up): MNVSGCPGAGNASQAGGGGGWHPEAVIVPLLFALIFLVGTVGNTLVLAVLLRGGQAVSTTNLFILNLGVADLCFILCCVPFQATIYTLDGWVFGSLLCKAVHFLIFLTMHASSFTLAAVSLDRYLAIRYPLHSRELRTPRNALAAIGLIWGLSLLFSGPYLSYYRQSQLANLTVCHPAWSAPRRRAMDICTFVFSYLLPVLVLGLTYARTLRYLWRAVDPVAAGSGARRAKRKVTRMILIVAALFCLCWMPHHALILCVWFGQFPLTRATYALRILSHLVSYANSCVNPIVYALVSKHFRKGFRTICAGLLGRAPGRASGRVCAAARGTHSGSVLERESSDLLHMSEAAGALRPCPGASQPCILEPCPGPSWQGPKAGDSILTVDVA
Phagocytosis inh – blocks phagocytosis by macrophages | J774A.1 macrophage IgG-bead phagocytosis, imaging | inhibition, % at 5 µM | 0.07% of 110,000 active | AID 1029;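 active means inhibition above the mean of the plate negative controls plus 5 SD, cut at about 13% in these data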;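 further: phagocytic index as fraction of beads internalized from green versus red external bead signal; plate controls were DMSO negative control for no effect and cytochalasin-D positive control for full effect; some results beyond the cut were filed as inactive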
Measles CPE – protection of cells from measles virus. protection (pct of control), % at 4 µM. 1.5% of 140,000 active. Measles virus-infected cells, CPE protection, absorbance; in the data active means protection mostly above about 24%, no sharp cut-off; inactive means mostly below about 26%; further: some compounds called inactive have numbers as strong as hits
* marks the source's active call; other numbers are inactive results; . = not tested or not shown. No enrichment for hits. Share with any hit: about 6.1%.

SMILES | NPY-Y2 antag | Yeast lifespan up | bCat KO growth | MRP-1 activ | E-sel TNF inh | Yeast growth inh | HCT116 PTEN-null | GALR2 antag | Phagocytosis inh | Measles CPE
COc1cc(/C=N/NC(N)=O)ccc1OC(=O)c1ccc(C)cc1 | 2 | -10 | 88 | -0.9 | -37 | -31 | 84 | 4 | -1 | 4
O=C(O)c1ccc(CNCc2ccccc2Cl)cc1 | 3 | -5 | 93 | -0.4 | 9 | -80 | 104 | -12 | -1 | 19
Cc1cc2nc(-c3ccc(NC(=O)c4cccnc4)cc3)oc2cc1C | 0 | -17 | 51 | 0.5 | -9 | -1 | 59 | 12 | -1 | 3
O=C(CSc1ccc(-c2ccco2)nn1)NCc1ccccc1Cl | 5 | -3 | 90 | -1.9 | . | -4 | 92 | -3 | -12 | 7
C=CCOC(=O)COc1ccc2c(C)c(C)c(=O)oc2c1C | 5 | -9 | 91 | 0.1 | -23 | -28 | 101 | -10 | . | 3
Cc1cc(Nc2ccc3c(c2)OCCO3)c2cc(Cl)ccc2n1 | 12 | 4 | 25 | -3.6 | . | -10 | 33 | -4 | -5 | 27
COc1ccccc1N1CCN(C(=O)/C=C/c2ccc3c(c2)OCO3)CC1 | 3 | -5 | 73 | -3.5 | -28 | -25 | 75 | -4 | -3 | 21
CC(=O)Nc1c(Br)cc(N2C(=O)CCC2=O)cc1Br | -6 | . | 96 | 1.0 | -18 | -2 | 94 | -18 | . | 1
O=C(CCc1ccccc1)OCC(=O)c1ccc(Br)cc1 | 8 | -2 | 100 | 0.8 | . | -33 | 103 | 7 | 1 | 6
O=S(=O)(c1ccc(F)cc1)N1CCC(N2CCCCCC2)CC1 | 0 | -2 | 90 | -2.8 | -7 | -23 | 90 | 10 | -4 | 21
COc1ccc2[nH]c(=O)c(CN(CCCN(C)C)C(=O)Nc3ccc(F)cc3)cc2c1 | 2 | 13 | 44 | -4.1 | . | -26 | 53 | 4 | 0 | 22
COc1ccc(NC(=O)CCSc2nnc(C)s2)cc1 | 6 | -26 | 112 | -3.8 | 12 | -38 | 93 | -10 | -1 | 4
O=C(CSCc1ccccc1)Nc1cccc(F)c1 | 3 | -1 | 88 | 1.5 | . | -38 | 85 | -2 | -8 | 1
O=C1CN(C(=O)COC(=O)CCSc2ccccc2Cl)c2ccccc2N1 | 12 | -15 | 102 | -1.5 | 6 | -53 | 100 | -2 | 0 | 27*
CC(NC(=O)COC(=O)C1CCN(S(=O)(=O)c2ccccc2C(F)(F)F)CC1)c1ccccc1 (stereo not given) | 2 | 3 | 88 | -1.9 | . | -29 | 91 | 0 | -2 | 1
Cc1ccc(S(=O)(=O)N/N=C/c2ccc(C(=O)O)cc2)cc1 | 2 | -12 | 85 | -2.3 | -16 | -16 | 98 | -9 | 0 | 28
COc1ccc(CCNc2ccncn2)cc1 | -2 | -21 | 73 | 0.8 | -22 | -23 | 76 | 20 | . | 22
CCOC(=O)C1=C(C)NC(=O)NC1c1ccco1 (stereo not given) | 8 | -10 | 84 | -0.5 | . | -16 | 90 | 5 | 2 | 3
CCCCSc1nnc2n(CCc3ccccc3)c(=O)c3c4c(sc3n12)COC(C)(C)C4 | 5 | -6 | 86 | -4.5 | -16 | -38 | 69 | 0 | -1 | 26
O=C(Nc1cccc(-c2cn3cccnc3n2)c1)c1ccc2c(c1)OCO2 | -2 | 2 | 105 | -2.8 | . | -43 | 101 | -1 | -1 | 8
Cc1ccc2nc(NC(=O)CNS(=O)(=O)c3ccc(Br)s3)sc2c1 | 13 | -5 | 92 | -1.2 | . | -24 | 91 | 14 | -1 | 17
COc1ccc(C(=O)/C=C(/C)N(C)C)cc1 | 5 | -23 | 102 | -1.7 | . | -11 | 96 | 9 | . | 5
CCOc1ccc(/C=N/NC(=O)CN2CCSCC2)cc1 | 4 | 5 | 93 | -0.6 | . | -28 | 89 | -3 | . | 4
N/C(=N\OC(=O)CCCOc1ccccc1)c1ccc(Br)cc1 | 15 | -12 | 102 | 0.6 | -52 | -27 | 103 | 13 | -1 | 3
COc1ccccc1NS(=O)(=O)c1cc(NC(=O)CCC(=O)c2cccs2)ccc1Cl | 1 | -4 | 67 | -0.4 | . | -18 | 60 | 5 | -9 | 11
CC(=O)Nc1nc(C)c(C(C)=O)s1 | 0 | -3 | 86 | -0.4 | 12 | 10 | 88 | -9 | 1 | 10
CCn1nc(CC(=O)Nc2ccc(-n3cnnn3)c(C)c2)c2ccccc2c1=O | 0 | -2 | 96 | -1.9 | . | -29 | 101 | -8 | 0 | 5
Cc1nn(C(C)c2n[nH]c(=S)n2-c2cccc(Cl)c2)c(C)c1[N+](=O)[O-] (stereo not given) | 1 | . | 100 | -1.2 | -9 | -16 | 88 | 15 | . | 1
C=CCCC(=O)Nc1nc(C)c(-c2csc(Nc3cc(Cl)ccc3OC)n2)s1 | -1 | -31 | 76 | -2.3 | -14 | -38 | 74 | -13 | -2 | 5
COc1ccc2cc3cc(C(=O)NCCN4CCN(c5ccccc5F)CC4)oc3nc2c1 | 5 | -24 | 34 | -1.5 | 2 | -46 | 26 | 4 | . | 7
COc1ccc(N2CCN(C(CNC(=O)c3ccco3)c3cccnc3)CC2)cc1 (stereo not given) | 2 | -5 | 87 | -0.8 | . | -2 | 102 | -4 | -1 | 11
COc1ccc(-n2c(Cc3cccn3C)nnc2SCC(=O)Nc2ccc(F)cc2F)cc1 | 7 | 0 | 73 | -3.9 | -9 | -24 | 72 | 13 | 0 | 2
O=C(N/N=C1\CCCc2ccccc21)C(O)c1ccccc1 (stereo not given) | 5 | -8 | 97 | -0.2 | 13 | -29 | 88 | 3 | . | 25
CCN(CCCNC(=O)CCCn1c(=O)[nH]c2ccccc2c1=O)c1cccc(C)c1 | 0 | -9 | 87 | -3.7 | -9 | -15 | 100 | 2 | -2 | 41
CC(=O)N1C(=O)C2(Nc3ccccc3N2)c2ccccc21 | 3 | -1 | 84 | -3.0 | 8 | -42 | 89 | -1 | 3 | 31
Cc1cnc(C(=O)OCC(=O)NC23CC4CC(CC(C4)C2)C3)cn1 | 1 | 14 | 90 | -0.6 | 16 | -88 | 102 | -13 | 0 | 4
Cc1cc(C)cc(NC(=S)N=Nc2c(O)n(C)c3ccc(S(=O)(=O)N4CCOCC4)cc23)c1 | -3 | -2 | 23 | -2.5 | . | -11 | 17 | -31 | -6 | 2
CCOC(=O)C1=C(CC)Nc2ccccc2N=C1NC(=O)Cn1cnc2ccccc2c1=O | 1 | -1 | 79 | -1.7 | -11 | -53 | 74 | 5 | -1 | 2
Cc1cc(C)cc(Nc2ccc([N+](=O)[O-])nc2[N+](=O)[O-])c1 | -1 | 2 | 72 | -1.9 | -53 | -25 | 100 | 8 | 2 | 24
c1cc2c3c(cccc3c1)NC1(CCCCCC1)N2 | 0 | -15 | 80 | -2.3 | 8 | -42 | 90 | 17 | -1 | 6
Cc1ccc(/C=N\n2c(-c3ccccc3)n[nH]c2=S)s1 | 8 | -6 | 95 | -0.9 | 30 | -17 | 109 | 6 | . | 8
COc1cccc(N2CCN(C(=O)CN(c3ccc(C)cc3)S(=O)(=O)c3c(C)n[nH]c3C)CC2)c1 | -1 | -14 | 85 | -0.9 | . | 8 | 77 | -1 | 0 | 3
Cc1nn(-c2ccccc2)c2sc(C(=O)OC3CCOC3=O)cc12 (stereo not given) | 5 | -25 | 100 | -2.9 | -38 | -25 | 97 | -5 | -1 | 3
Cc1ccc(S(=O)(=O)N2CCN(C(=O)N(c3ccccc3)c3ccccc3)CC2)cc1 | 0 | -4 | 31 | 0.3 | 1 | 9 | 23 | -14 | -1 | 3
O=C(NC(NCC1CCCO1)C(Cl)(Cl)Cl)c1cccc2ccccc12 (stereo not given) | 7 | -9 | 78 | -0.1 | -46 | 5 | 84 | -2 | -1 | 7
Cn1c(=O)c2c(O)cc(=O)[nH]c2n(-c2ccccc2)c1=O | 4 | 25 | 89 | -0.7 | . | -51 | 107 | 0 | -2 | 9
O=C1CCC(=O)N1CN(Cc1ccco1)CN1C(=O)CCC1=O | 0 | -4 | 98 | -1.9 | . | 3 | 93 | 1 | -2 | 6
C=CCc1cc(/C=C2/NC(=S)NC2=O)cc(OC)c1O | 1 | -7 | 62 | -5.4 | -23 | 6 | 61 | 5 | . | 2
O=C(CN1C(=O)c2ccccc2S1(=O)=O)Nc1ccccc1 | 0 | -15 | 102 | 0.3 | 11 | 16 | 102 | 6 | . | 17
Oc1cccc2ccc(Nc3ccccn3)nc12 | 0 | -20 | 1.8* | -2.3 | -38 | 97* | 1.7* | 30* | 2 | 1
CCCCNC(=S)N(C)/N=C/c1ccc(OCC(=O)Nc2c(C)cc(C)cc2C)c(OC)c1 | 0 | 0 | 44 | 0.2 | . | -8 | 11 | -6 | -10 | 6
CN(C)c1cc[n+](CCC(=O)Nc2cccc([N+](=O)[O-])c2N)cc1 | 0 | 13 | 89 | -2.4 | . | -42 | 87 | -11 | -9 | 3
Cn1nc(C(F)(F)F)c(C(=O)Nc2ccc(F)cc2F)c1Sc1ccc(Cl)cc1 | 4 | 19 | 97 | 1.3 | . | -9 | 83 | 2 | . | 4
CCC(=O)N1CCN(c2ccccc2NC(=O)COc2ccccc2Cl)CC1 | 14 | -3 | 78 | -2.0 | 9 | -66 | 83 | 11 | 3 | 11
Cc1cc(-c2n[nH]c(=S)n2/N=C/c2ccccc2[N+](=O)[O-])n[nH]1 | 2 | -2 | 89 | -1.6 | . | -15 | 88 | 3 | -8 | 23
COc1ccc(-c2noc(-c3ccc4c(c3)OCO4)n2)cc1 | -3 | -7 | 95 | -1.1 | -1 | -24 | 89 | 13 | -6 | 9
CCC(=O)NC(NC(=S)Nc1cccc2cccnc12)C(Cl)(Cl)Cl (stereo not given) | 6 | 1 | 68 | 0.6 | . | 3 | 67 | 11 | -11 | 12
Cc1ccc(NC2=C(Cl)C(=O)OC2OC(C)C)c(C)c1 (stereo not given) | 2 | -1 | 88 | 0.1 | -25 | -12 | 96 | -5 | -6 | 16
CC(C)[N+](C)(CCOC(=O)C1c2ccccc2Oc2ccccc21)C(C)C | 2 | 3 | 94 | -1.1 | . | -22 | 97 | 11 | . | 18
Cc1ccc(C)c(C2C(C#N)=C(N)Oc3cc(C)oc(=O)c32)c1 (stereo not given) | 0 | 5 | 91 | -2.1 | -14 | -59 | 92 | 4 | -2 | 17
O=C(CN(C1CCCCC1)S(=O)(=O)c1ccc(F)cc1)Nc1ccc2c(c1)OCO2 | 1 | . | 83 | -4.4 | 8 | -7 | 80 | 11 | . | 6
O=C(CC(c1ccc(F)cc1)c1ccco1)N1CCCC1 (stereo not given) | -1 | 7 | 87 | -4.1 | -9 | -54 | 95 | 7 | 1 | 17
